# All columns: NCI-60 one-dose screen, growth in % after 48 h at 10 µM unless noted; 100 = growth as untreated, 0 = no growth, -100 = all killed.
# NCI-H23 – NCI-H23 lung cancer | 80,000 compounds, 4% hits | AID 1794731
# NCI/ADR-RES – NCI/ADR-RES ovarian cells; 81,000 compounds, 4.4% hits; AID 1794790
# NCI-H522 – NCI-H522 lung cancer; AID 1794739; 78,000 compounds, 8% hits
# COLO 205 – COLO 205 colon cancer; 79,000 compounds, 7.3% hits
# NCI-H322M – NCI-H322M lung cancer; 80,000 compounds, 2.7% hits; AID 1794733
# NCI-H226 – NCI-H226 lung cancer | AID 1794732 | 79,000 compounds, 3.5% hits
# SK-OV-3 – SK-OV-3 ovarian cancer cells; 80,000 compounds, 3.2% hits; AID 1794785
# NCI-H460 – NCI-H460 lung cancer; 82,000 compounds, 6.8% hits
# IGROV1 – IGROV1 ovarian cancer | 79,000 compounds, 4.7% hits | AID 1794786
# * marks the source's active call; other numbers are inactive results; / = not tested or not shown; & = joins results of further samples. The calls were made as follows: active = growth percent below 10; inactive = the rest.
no.	SMILES	NCI-H23	NCI/ADR-RES	NCI-H522	COLO 205	NCI-H322M	NCI-H226	SK-OV-3	NCI-H460	IGROV1
1	CCC1(CC)C(C#N)C(=O)NC(=O)C1C#N (centres undefined)	94	99	106	114	107	108	111	108	102
2	Fc1[nH]nc2ccc([C@@H]3Nc4ccc5[nH]ncc5c4[C@H]4C5CCC(C5)[C@@H]34)cc12 (some centres undefined)	45	15	10	9.2*	48	48	40	12	43
3	O=C(O)c1cc(Br)cc(Br)c1O	103	100	99	109	104	104	74	110	102
4	CC(=O)NC1C(O[C@H]2CC[C@]3(C)[C@H]4CC=C5[C@@H]6CC(C)(C)CC[C@]6(C(=O)OC6OCC(O)C(O)C6OC6OCC(O)(CO)C6O)[C@H](O)C[C@@]5(C)[C@]4(C)CC[C@H]3C2(C)C)OC(COC2OCC(O)C(O)C2OC2OCC(O)C(O)C2O)C(O)C1O (some centres undefined)	99	106	86	98	105	113	118	106	41
5	Nc1nc(Nc2ccc(OCc3cccc(F)c3)cc2)c2c(n1)[nH]c1ccc(O)cc12	6.7*	32	-76*	-77*	3.4*	-56*	-1.2*	-49*	-22*
6	O=C(c1c[nH]c2ccccc12)C(Sc1nc2ccccc2c(=O)[nH]1)c1ccccc1 (centres undefined)	116	100	94	97	121	96	104	110	19
7	CN(C)C(=O)c1ccc(N=Nc2c(O)c3ccccc3[nH]c2=O)cc1	90	104	/	98	123	89	82	98	89
8	COc1cccc(N=Nc2cccc(OC)c2)c1	86	105	73	107	/	91	85	103	90
9	CCCC(=O)N1CCCC1=O	108	109	102	111	103	98	127	101	102
10	Cc1ccc(OCCOCCOCCOCCOc2ccc(C)n(O)c2=S)c(=S)n1O	19	1.4*	18	5.4*	24	7.3*	0.0*	1.5*	31
11	NC(=O)Cc1ccc2c(c1)[nH]c1ccccc12	101	106	117	119	85	102	107	108	105
12	Brc1cccc(/C=N/Nc2nc(N/N=C/c3cccc(Br)c3)nc(N3CCOCC3)n2)c1	43	42	34	24	53	43	93	41	43
13	O=C(/C=C/c1cccnc1Cl)c1c(O)ccc2ccccc12	87	73	50	121	91	78	100	95	111
14	CCOC(=O)Cn1c(=O)cc(N)n1S(=O)(=O)c1ccccc1	103	105	95	118	105	85	99	107	103
15	O=C(Cn1cc(COc2ncnc3sc4c(c23)CCCC4)nn1)Nc1cccnc1	97	104	39	47	98	/	/	109	73
16	C[C@@H](C[C@H](CCO)c1ccccc1)c1ccc2ccccc2c1	-65*	-60*	-54*	-87*	/	-66*	24	-49*	-55*
17	COC(OC)C1(C)NC(=O)NC1=O (centres undefined)	102	107	100	107	123	96	107	111	106
18	CCOC(=O)Nc1ccc2c(c1)C(=O)N(CCOC)c1ccccc1O2	52	24	18	13	43	77	37	23	58
19	CC(C)(C)OC(=O)NCc1cccc(N=C=S)c1	55	71	13	39	66	81	88	64	43
20	Cc1cc(C(N)=S)no1	100	105	82	101	101	88	103	102	106
21	COC(=O)c1cc(C=C(C)C)[nH]c(=O)c1C#N	108	106	106	123	95	101	106	106	104
22	COc1ccc(-c2ccc3c(C)nc4oc(-c5ccc(OC)cc5)nc4c3n2)cc1	74	84	88	85	80	54	95	92	88
23	CNC(=O)C(C)C	103	106	96	104	98	104	102	104	107
24	CC(=O)c1ccc2c(c1)[nH]c1ccccc12	96	100	76	108	99	89	108	109	86
25	CCCC[C@@H](CC)COC(=O)C(C#N)=C(c1ccccc1)c1ccccc1	/	76	83	96	95	77	109	83	74
26	O=c1cc(-c2ccccc2O)oc2ccc3ccccc3c12	87	93	85	110	/	80	81	89	65
27	COc1cc(-c2nn(C(C)(C)C)cc2-c2ccnc(NCCCNS(=O)(=O)c3ccc(Br)cc3)n2)ccc1F	72	68	80	87	101	65	103	84	92
28	COC(=O)c1ccc(C2SCC(=O)N2NC(=O)c2[nH]c3ccc(F)cc3c2-c2ccccc2)cc1 (centres undefined)	92	96	73	110	103	/	100	104	87
29	NS(=O)(=O)c1ccc(NC(=O)CC(=O)c2ccccc2)cc1	97	111	112	108	101	112	99	113	100
30	O=C(CSc1nc2ccccc2c(=O)n1-c1ccc(S(=O)(=O)Nc2ccc(Cl)nn2)cc1)NC1CCCCC1	105	112	89	108	111	97	105	102	104
31	C=C(CBr)[C@@H]1CC[C@]2(C(=O)O)CC[C@]3(C)[C@H](CC[C@@H]4[C@@]5(C)CCC(=O)C(C)(C)[C@@H]5CC[C@]43C)[C@@H]12	86	83	47	100	92	73	121	81	103
32	CC(C)Cn1c(O)c(N=Nc2nc(-c3cc4ccccc4oc3=O)cs2)c2cc(Br)ccc21	100	105	103	140	101	97	112	113	111
33	Cc1c(COC(=O)NC(C)C)c(COC(=O)NC(C)C)c2n1CS(=O)(=O)C2	102&104	102&102	99	108&111	99&110	102&105	98&102	26&106	102&110
34	O=C(N=Nc1c(O)[nH]c2ccc(Br)cc12)c1ccc2nc(-c3ccccc3)[nH]c2c1	-66*	77	-79*	-67*	-63*	-48*	-55*	-73*	-39*
35	COc1ccc(CCC2CCCC2(C)C2CC2)cc1 (centres undefined)	98	99	94	119	107	96	111	129	103
36	CCCC1C(CC)CC(CC)C(O)C1(CC)CO (centres undefined)	110	109	/	103	87	97	105	88	99
37	Nc1nn2c(-c3ccc([N+](=O)[O-])cc3)ccnc2c1N=Nc1ccc(S(N)(=O)=O)cc1	103	100	90	119	102	101	112	100	93
38	Cc1ccc(-c2nc(C#N)c(S(=O)(=O)N(C)CCO)o2)cc1	80	97	18	44	93	124	102	89	60
39	CCOC(=O)c1ccc2n1CCCc1cnc(NC(C)=O)nc1-2	112	108	97	122	110	82	106	112	107
40	CC(=O)OC1C=CCC2C(=O)c3cccc(O)c3C(O)C12 (centres undefined)	94	100	104	113	/	106	108	107	106
41	COc1ccc(-c2nc3ccc(-c4nnc(SCC(=O)Nc5ccc(C(=O)/C=C/c6ccccc6)cc5)o4)cc3[nH]2)cc1	/	90	83	112	101	65	108	93	97
42	O=C1c2ccccc2C(O)(c2ccccc2)N1c1ccc([N+](=O)[O-])cc1Cl (centres undefined)	96&106	93&105	102&75	101&109	103&91	99&114	100&100	99&103	104&103
43	COc1ccc(/C=N/c2n[nH]c(Nc3ccccc3)n2)cc1	100	104	98	110	102	115	105	109	111
44	CC(=O)O[C@@H]1C[C@]2(C)[C@@H](C(C)=O)CC[C@H]2[C@@H]2CCC3=CC(=O)CC[C@]3(C)[C@H]21	110	97	92	107	99	94	103	109	98
45	COc1ccc(C/C(C)=C(\c2ccc(Cl)cc2)c2ccc(OCCN3CCOCC3)cc2)cc1	100	104	83	105	96	103	101	101	99
46	CCN(CC)CCC(O)(c1ccc2c(c1)OCO2)c1cc(OC)c(OC)c(OC)c1 (centres undefined)	100	101	110	102	108	106	108	113	118
47	Fc1ccc(-c2nc(-c3nc4ccc(Br)cc4[nH]3)cc3c2[nH]c2ccccc23)cc1F	67	60	63	82	71	66	96	74	47
48	CC(C)=CC(=O)C1C(=O)c2ccccc2C1=O	96	108	87	115	92	98	90	102	70
49	C#CCOc1ccc(C(Nc2ccccc2)c2nnnn2C2CCCCC2)cc1 (centres undefined)	97	74	81	103	105	86	105	84	94
50	Cn1c(=O)[nH]c(=O)c2nc(CCC(=O)Nc3ccccc3)c(=O)[nH]c21	107	105	92	109	101	93	103	104	101
51	O=C(CN1CCN(c2cc(=O)[nH]c3ccc(F)cc23)CC1)Nc1nc(-c2ccccc2)cs1	102	90	95	116	94	89	103	103	84
52	O=Cc1ccc([N+](=O)[O-])s1	93	95	101	107	98	105	109	106	80
53	N#CC1=C(N)Oc2cc(O)ccc2C1c1cccnc1 (centres undefined)	93	98	86	119	/	101	108	96	100
54	CCOP(=O)(OCC)[C@H](Nc1ccc(F)cc1)c1cccc(C)c1	99	101	90	107	101	100	114	103	95
55	O=C1Nc2ccc(Br)cc2C1=Nc1ccccc1	98	100	97	110	88	103	109	103	89
56	CCCNC(=O)c1ccccc1O	102	102	98	100	88	103	106	109	99
57	CCCCCCCC1=NN(c2ccc(S(=O)(=O)O)cc2)C(=O)C1N=O (centres undefined)	102	100	96	94	101	104	108	112	105
58	COC(=O)c1sc(-c2ccc(F)cc2)c2sc(N)nc12	83	81	69	110	88	95	104	99	90
59	O=C(O)C(=O)NCc1ccccc1	99	104	95	122	86	117	105	111	100
60	COc1cc(/C=C/c2cn[nH]c2-c2ccc(C)cc2)cc(OC)c1OC	56	17	23	13	57	65	16	17	52

# By substructure: the entries above with bromine (eight)
no.	SMILES	NCI-H23	NCI/ADR-RES	NCI-H522	COLO 205	NCI-H322M	NCI-H226	SK-OV-3	NCI-H460	IGROV1
3	O=C(O)c1cc(Br)cc(Br)c1O	103	100	99	109	104	104	74	110	102
12	Brc1cccc(/C=N/Nc2nc(N/N=C/c3cccc(Br)c3)nc(N3CCOCC3)n2)c1	43	42	34	24	53	43	93	41	43
27	COc1cc(-c2nn(C(C)(C)C)cc2-c2ccnc(NCCCNS(=O)(=O)c3ccc(Br)cc3)n2)ccc1F	72	68	80	87	101	65	103	84	92
31	C=C(CBr)[C@@H]1CC[C@]2(C(=O)O)CC[C@]3(C)[C@H](CC[C@@H]4[C@@]5(C)CCC(=O)C(C)(C)[C@@H]5CC[C@]43C)[C@@H]12	86	83	47	100	92	73	121	81	103
32	CC(C)Cn1c(O)c(N=Nc2nc(-c3cc4ccccc4oc3=O)cs2)c2cc(Br)ccc21	100	105	103	140	101	97	112	113	111
34	O=C(N=Nc1c(O)[nH]c2ccc(Br)cc12)c1ccc2nc(-c3ccccc3)[nH]c2c1	-66*	77	-79*	-67*	-63*	-48*	-55*	-73*	-39*
47	Fc1ccc(-c2nc(-c3nc4ccc(Br)cc4[nH]3)cc3c2[nH]c2ccccc23)cc1F	67	60	63	82	71	66	96	74	47
55	O=C1Nc2ccc(Br)cc2C1=Nc1ccccc1	98	100	97	110	88	103	109	103	89

# Next entries follow:
no.	SMILES	NCI-H23	NCI/ADR-RES	NCI-H522	COLO 205	NCI-H322M	NCI-H226	SK-OV-3	NCI-H460	IGROV1
61	C/C(=C\C(=O)c1cccc([N+](=O)[O-])c1)c1cccc([N+](=O)[O-])c1	97	93	84	109	98	92	108	97	98
62	N#Cc1c(NN)nc2c(c1C#N)CCCC2	92	103	70	101	102	89	64	105	101
63	N#C/C(C(=O)Nc1ccccc1)=c1\s/c(=C\Nc2ccccc2F)c(=O)n1-c1ccccc1	96	94	84	/	100	89	/	86	110
64	CCOC(=O)C1=C(c2ccccc2)N=c2s/c(=C/c3ccc(Br)cc3)c(=O)n2C1c1ccc(OC)cc1 (centres undefined)	91	101	87	126	93	85	93	100	80
65	Nc1nc2cc(Cl)ccc2s1	110	108	101	120	110	117	111	102	107
66	COc1cccc(CNc2ccc(N3CCOCC3)c(C(=O)O)c2)c1	98	104	88	115	102	101	91	103	107
67	N#C/C(=C\c1ccc(-c2ccccc2Cl)o1)c1nc(-c2ccc(F)cc2)cs1	98	111	93	112	100	94	105	111	89
68	C=CCOC(=O)c1ccccc1	102&102	106&107	64&90	103&108	103&110	91&103	86&98	104&116	105&103
69	Cc1ccc(-c2cnc3sc4ccc(C)cc4n23)cc1	87	95	71	100	88	86	88	96	83
70	C[n+]1ccccc1/C=C/c1ccccc1	116&96	114&107	94&111	74&77	99&128	92&101	93&109	103&111	62&90
71	Cc1ccc(-c2nc(C#N)c(S(=O)(=O)N3CCN(S(C)(=O)=O)CC3)o2)cc1	/	58	-87*	-69*	99	86	105	80	55
72	O=C(CN1CCOCC1)Nc1nc(-c2cc3ccccc3oc2=O)cs1	111	103	99	120	100	88	116	103	88
73	NC(=O)c1ncn(C2OC(CO)C(O)C2O)n1 (centres undefined)	89	89	80	94	86	88	88	104	4.2*
74	O=C(OCC(F)(F)C(F)(F)C(F)(F)C(F)F)c1cc2ccccc2cc1C(=O)OCC(F)(F)C(F)(F)C(F)(F)C(F)F	112	110	/	101	104	101	100	103	108
75	Cn1cc(C2=C(c3c[nH]c4ncccc34)C(=O)N(O)C2=O)c2ccccc21	74	93	72	101	81	77	72	95	67
76	COCc1cccnc1	101	105	91	103	94	101	93	107	102
77	Nc1c(C(=O)Nc2cccc(C(F)(F)F)c2)sc2nc3c(cc12)CCCCC3	3.5*	17	20	65	-5.3*	11	-21*	10	-17*
78	CC1=C(C)C(=O)C(N2CCN(c3ccc(C)cc3)CC2)=CC1=O	86	94	84	112	111	90	92	104	104
79	COc1ccccc1-c1cc(-c2ccc(Br)s2)[nH]c(=O)c1C#N	89	95	89	/	100	/	/	101	87
80	O=C(NN1C(=O)CSC12CCC(c1ccccc1)CC2)C1CC1 (centres undefined)	103	101	87	111	94	114	100	111	95
81	CS(=O)(=O)Nc1ccc(C(=O)N/N=C/c2c[nH]c3ccccc23)cc1	99	100	96	105	97	89	103	111	97
82	COc1ccc(CCNC(=O)C(O)C(Cc2ccccc2)NC(=O)c2[nH]c3ccccc3c(=O)c2C)cc1 (centres undefined)	98	105	98	121	100	95	112	103	105
83	O=C(Nc1ccc(Cl)cc1F)c1cc(Cl)ccc1O	-20*	3.0*	-3.2*	22	-11*	-9.2*	9.0*	-5.4*	9.0*
84	CCc1nn2c(-c3cc(F)cc(F)c3)c(-c3cc(OC)c(OC)c(OC)c3)nc2s1	103	90	97	104	76	104	107	95	94
85	O=c1[nH]c2ccc(Cl)cc2cc1CSc1ccccc1Nc1nccc(-c2ccc3ccccc3c2)n1	/	97	92	115	100	97	121	87	78
86	CCc1cc2c(cc1C(=O)C(C)C)C(C)(C)CCC2(C)C	100	97	94	107	93	100	114	110	/
87	CCOC(=O)c1cc(C(=O)c2ccc(Br)cc2)n2ccc(/C=C/c3ccn4c(C(=O)c5ccc(Br)cc5)cc(C(=O)OCC)c4c3)cc12	99	105	92	108	103	105	109	101	92

# High-throughput results: PubChem BioAssay, NCI
